GAA850 FXN act – activators of GAA850 frataxin (FXN) promoter; AID 540364; 360,000 tested, 0.56% active; activation, % at 6 µM; HEK293 lucGAA850 FXN promoter luciferase reporter, 24 h; percent of 10 µM SAHA response;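 active means activation above the average of all compounds screened plus 3 SD, cutoff fixed separately per campaign, cut at about 7.5% in these data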;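 further: 0% = DMSO wells and 100% = 10 µM SAHA wells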
NPR2 activator – GC-B (human) receptor activation | activation, % at 10 µM | 370,000 tested, 0.11% active | HEK293-GC-B cells, CNP EC30, cGMP TR-FRET; 0% at EC30 CNP, 100% saturating CNP | AID 1920062;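 active means activation at 10 µM reaching about 35% in either raw or pattern-adjusted values, limit read from the data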
Target sequence (P20594 whole entry, looked up): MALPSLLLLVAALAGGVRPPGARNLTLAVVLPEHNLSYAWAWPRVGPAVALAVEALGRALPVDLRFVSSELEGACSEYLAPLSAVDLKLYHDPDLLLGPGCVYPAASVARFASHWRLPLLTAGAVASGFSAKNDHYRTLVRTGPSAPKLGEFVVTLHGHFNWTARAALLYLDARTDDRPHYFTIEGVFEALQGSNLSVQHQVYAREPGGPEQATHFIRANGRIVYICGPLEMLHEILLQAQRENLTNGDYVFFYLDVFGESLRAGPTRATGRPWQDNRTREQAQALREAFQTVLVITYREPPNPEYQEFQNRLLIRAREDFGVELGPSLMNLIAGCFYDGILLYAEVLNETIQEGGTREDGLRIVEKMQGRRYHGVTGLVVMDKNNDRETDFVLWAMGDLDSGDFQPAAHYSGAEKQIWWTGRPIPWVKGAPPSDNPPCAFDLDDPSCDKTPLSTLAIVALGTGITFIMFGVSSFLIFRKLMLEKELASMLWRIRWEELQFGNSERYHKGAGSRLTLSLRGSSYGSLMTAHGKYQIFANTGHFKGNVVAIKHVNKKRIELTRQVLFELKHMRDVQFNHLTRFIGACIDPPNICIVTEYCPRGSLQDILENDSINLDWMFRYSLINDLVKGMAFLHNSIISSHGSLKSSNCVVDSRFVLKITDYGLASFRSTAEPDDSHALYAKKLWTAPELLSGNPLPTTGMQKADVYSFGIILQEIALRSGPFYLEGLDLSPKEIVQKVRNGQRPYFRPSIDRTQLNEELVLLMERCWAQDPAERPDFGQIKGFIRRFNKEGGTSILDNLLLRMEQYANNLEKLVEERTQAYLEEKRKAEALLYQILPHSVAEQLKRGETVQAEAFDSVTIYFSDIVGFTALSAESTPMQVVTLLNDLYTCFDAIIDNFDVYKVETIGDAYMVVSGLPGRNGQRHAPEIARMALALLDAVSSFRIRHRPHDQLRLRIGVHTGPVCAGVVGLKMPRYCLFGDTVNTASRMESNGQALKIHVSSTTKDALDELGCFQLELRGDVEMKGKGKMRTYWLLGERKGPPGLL
hgDAF12 agonist – agonists of H. glycines DAF-12 nuclear receptor; HEK293 GAL4-hgDAF12 UAS-luciferase reporter, agonist luminescence; normalized to butyrate control; activation, % at 6.8 µM; 370,000 tested, 1.8% active; AID 687014;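 active means activation above a cutoff set at the mean of all screened compounds plus 3 SD, cut at about 10% in these data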;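 further: 0% = DMSO wells and 100% = sodium butyrate wells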
HGIII-sPLA2 inh – Blocks human group III sPLA2 activity | AID 743126 | QFRET BODIPY PC-A2 liposome hydrolysis, fluorescence | Q9NZ20 | 370,000 tested, 0.56% active | inhibition, % at 12.2 µM;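 active means inhibition above mean plus 3 SD of compounds lying within the high and low control bounds, cut at about 19% in these data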;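 further: 0% = median of test compound wells and 100% = no enzyme DMSO wells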
hcDAF-12 act – H. contortus DAF-12 activation, primary screen | HEK293 hcDAF-12 lit1-tk-luc reporter, luminescence; 0% DMSO, 100% Δ7-dafachronic acid | activation, % at 6.8 µM | 370,000 tested, 1.4% active;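 active means activation above the mean of all tested compounds plus 3 SD, cut at about 5.5% in these data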;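 further: 100% = response to 3 µM Δ7-dafachronic acid high control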
ssDAF12 agonist – activators of S. stercoralis DAF-12 nuclear receptor. HEK293 ssDAF-12/GRIP1 lit1-tk-luc reporter, luminescence; % of 3 µM dafachronic acid response. activation, % at 6.8 µM. 370,000 tested, 1% active;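 active means activation above the mean over all tested compounds plus 3 SD, cut at about 0.9% in these data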;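 further: 0% = DMSO-only wells and 100% = 3 µM delta7-dafachronic acid wells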
KLK7 zymogen act – proKLK7 (human) activation, primary screen; 370,000 tested, 0.9% active; activation, % at 7 µM; purified proKLK7, EDANS-DABCYL substrate fluorescence; 100% is mature enzyme control, 0% vehicle; AID 652039; P49862;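 active means activation above the mean of all tested compounds plus 3 SD, computed per campaign excluding outliers beyond control limits, cut at about 13% in these data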
DAX1 inh-1 – DAX1 (NR0B1) inhibition, primary screen. HEK293T StAR-luciferase reporter, SF-1/DAX-1 repression relief. inhibition, % at 6.8 µM. 370,000 tested, 1.1% active. AID 652010;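 active means inhibition above the mean over all tested compounds plus 3 SD, cut at about 3.6% in these data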;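 further: 0% = DAX-1 cells with DMSO and 100% = cells lacking DAX-1 with DMSO; higher inhibition means more luminescence from relief of DAX-1 repression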
SMARCA2 act – increases SMARCA2 function in MMTV reporter cells; MG213 cells, MMTV-luciferase reporter, dexamethasone, overnight; activation, % at 9.1 µM; 370,000 tested, 1% active; in the data active means activation above about 7.8%;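 further: 0% = vehicle wells and 100% = reference activator wells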
DAX1 inh-2 – inhibits human nuclear receptor DAX1. P51843. HEK293 Gal4-DAX1 luciferase reporter, luminescence. inhibition, % at 6.75 µM. 340,000 tested, 0.99% active. AID 504766;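 active means inhibition above the mean over all tested compounds plus 3 SD, cut at about 4.2% in these data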;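 further: 0% = DAX1-transfected cells with DMSO and 100% = empty-vector control cells with DMSO; inhibition shows as a rise in luminescence from relieved DAX1 repression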
GC-A act – GC-A (human) enzyme activation | 370,000 tested, 0.14% active | HEK293 GC-A cells, cGMP TR-FRET, EC30 ANP; 0% at EC30 ANP, 100% saturating ANP | activation, % at 10 µM; in the data active means activation above about 40%
Active calls of the source: *; · = no result given.

SMILES	GAA850 FXN act	NPR2 activator	hgDAF12 agonist	HGIII-sPLA2 inh	hcDAF-12 act	ssDAF12 agonist	KLK7 zymogen act	DAX1 inh-1	SMARCA2 act	DAX1 inh-2	GC-A act
Cc1ccc(S(=O)(=O)N2CCN(Cc3cc4c(cc3Br)OCCO4)CC2)cc1	1.7	-4.0	0.2	-4.2	-0.8	-0.8	-0.2	-1.7	-3.0	-0.8	-6.0
Cc1cccc(Cn2cc(/C=C/[N+](=O)[O-])c3ccccc32)c1	-1.2	-15.3	-2.9	-11.9	0.8	-1.5	-1.8	0.0	-4.7	-1.2	-22.5
CCC(Oc1ccccc1OC)C(=O)Nc1ccc2c(c1)OCO2 (stereo not given)	-2.2	4.6	1.0	-0.6	0.3	-0.6	-0.4	0.0	-0.1	1.3	1.1
Cc1ccc(S(=O)(=O)NC(C(=O)OCC(=O)NC(=O)c2cccn2C)C(C)C)cc1 (stereo not given)	1.8	6.7	-0.1	-15.8	-0.4	-0.5	-0.3	-0.2	-3.9	-0.8	1.8
Cc1cc(=O)oc2cc(NC(=O)C(CCCN=C(N)N)NC(=O)OCc3ccccc3)ccc12 (stereo not given)	2.4	8.5	0.2	-1.3	1.4	-1.6	0.9	0.3	3.5	-0.5	3.6
Cn1nnnc1SCc1ccc(C(=O)Nc2nccs2)cc1	2.7	-0.9	8.9	0.1	0.6	-1.3	0.5	1.4	1.6	1.8	-2.3
Cc1noc(/C=C/c2ccccn2)c1[N+](=O)[O-]	-4.9	1.9	2.7	13.2	-1.2	-1.7	-0.3	-1.4	-0.6	-3.2	8.2
CC(=O)Nc1ccc(S(=O)(=O)NC2=NCN(c3cccc([N+](=O)[O-])c3)CN2)cc1	-0.2	3.4	1.6	-0.2	-1.4	0.3	0.8	0.1	1.1	-0.8	6.3
COc1ccc(-c2c(NC(=O)c3ccco3)oc3c(C)cccc3c2=O)cc1OC	-1.7	0.5	0.1	2.4	-0.4	-0.9	0.5	-0.5	-0.7	0.4	-4.7
CCCNS(=O)(=O)c1ccc(NC(=O)c2cccnc2)cc1	-0.9	-3.6	0.0	-3.2	1.8	-1.1	-0.1	0.4	-2.2	-0.3	3.6
COc1ccc(NC(=O)c2ccc(NC(=O)COC(=O)c3cnc(C)cn3)cc2)cc1	0.6	-3.6	-0.3	-1.3	-0.3	-0.7	0.5	0.6	-0.1	-0.4	-2.2
COc1ccccc1-c1cnc2c(c1)C(=O)N([C@@H](C)CO)C[C@@H](C)[C@H](CN(C)C(=O)c1cccnc1)O2	-1.6	-1.4	-1.6	1.0	-2.5	-0.7	-0.5	-1.3	-2.0	1.0	1.1
C=CCN(CC=C)C(=S)NCCc1ccc(OC)c(OC)c1	3.6	-4.8	-0.3	7.0	-0.1	-1.1	-0.2	0.3	1.2	0.4	2.1
Cc1cc(=O)oc2cc(OCC(=O)OCC(=O)NC3CC3)ccc12	1.7	-11.6	0.6	3.3	-0.5	-0.6	6.2	0.1	-3.5	-0.1	-5.9
O=C(NCc1ccccc1)C(c1ccc(Cl)cc1)N(C(=O)c1csnn1)C1CC1 (stereo not given)	-1.0	-20.1	-1.3	2.0	-0.6	-1.2	1.1	-0.1	-3.5	0.4	-15.2

3 of the entries above in order of their number in hcDAF-12 act, highest first.
molecule	NPR2 activator	HGIII-sPLA2 inh	hcDAF-12 act	ssDAF12 agonist	KLK7 zymogen act	DAX1 inh-1	SMARCA2 act	DAX1 inh-2	GC-A act
Cc1cccc(Cn2cc(/C=C/[N+](=O)[O-])c3ccccc32)c1	-15.3	-11.9	0.8	-1.5	-1.8	0.0	-4.7	-1.2	-22.5
COc1ccc(NC(=O)c2ccc(NC(=O)COC(=O)c3cnc(C)cn3)cc2)cc1	-3.6	-1.3	-0.3	-0.7	0.5	0.6	-0.1	-0.4	-2.2
Cc1ccc(S(=O)(=O)N2CCN(Cc3cc4c(cc3Br)OCCO4)CC2)cc1	-4.0	-4.2	-0.8	-0.8	-0.2	-1.7	-3.0	-0.8	-6.0

New compounds follow
SMILES	GAA850 FXN act	NPR2 activator	hgDAF12 agonist	HGIII-sPLA2 inh	hcDAF-12 act	ssDAF12 agonist	KLK7 zymogen act	DAX1 inh-1	SMARCA2 act	DAX1 inh-2	GC-A act
O=C(Oc1c(Cl)cc(Cl)c2cccnc12)c1ccco1	-0.4	6.8	-2.9	-0.5	-1.7	-0.7	0.4	-2.4	-1.9	-0.4	4.3
COC(C(=O)Nc1ccnn1C1CCN(Cc2ccccn2)CC1)c1ccccc1 (stereo not given)	2.1	5.2	-0.3	2.8	0.8	-1.2	-0.5	1.0	-1.2	0.9	0.6
CCN1/C(=C/c2sc(-c3ccccc3C)c[n+]2C)Sc2ccccc21	-11.2	-2.2	-14.5	0.4	-6.1	-2.9	0.0	-4.8	-11.8	-6.3	-9.1
CCC(=O)N(c1nnc(SCC(=O)Nc2sccc2C(N)=O)s1)C1CC1	2.0	-0.4	1.9	1.7	1.4	-1.2	-0.2	-0.5	-4.4	0.7	-2.2
Nc1nnc(Cc2ccc(Cl)c(Cl)c2)s1	4.8	-0.1	2.9	6.8	-1.4	-1.4	0.2	-0.1	4.9	-0.6	1.9
CC(=O)N/C(=N\c1nc(C)cc(C)n1)Nc1ccc2ccccc2c1	-5.0	-9.1	-1.6	-3.2	-0.1	-1.7	0.7	-0.1	-1.3	2.8	-5.5
Cc1ccccc1NC(=O)N1CCN(C/C=C/c2ccccc2)CC1	-0.3	-0.7	-4.7	6.7	-1.6	-1.2	-0.3	-0.2	-2.7	0.1	7.4
CCOc1ccc(C)cc1S(=O)(=O)n1cnc2ccccc21	-1.0	-0.4	-0.4	-9.5	-2.5	-0.5	0.3	-1.5	1.9	-5.1	-13.7
CCCCc1nc2ccccc2n1Cc1nnc2n1-c1ccccc1SC2	-1.5	-18.7	-1.4	-0.8	-0.8	-1.5	-0.1	-0.3	1.5	-0.7	-13.9
CCN(c1ccccc1)S(=O)(=O)c1cc([N+](=O)[O-])ccc1N	1.3	-1.1	-1.1	-0.1	-2.1	-1.5	0.1	0.3	-0.7	·	-7.4
O=C(CN1C(=O)c2ccccc2S1(=O)=O)Nc1cccc(S(=O)(=O)N2CCCCC2)c1	2.8	-5.0	-2.6	-15.5	0.6	-1.2	-0.1	-0.5	-3.9	0.3	-1.2
CC(C)OC(=O)c1c(NC(=O)c2cccs2)sc2c1CCCC2	-1.2	-1.8	-1.0	1.6	1.0	-1.0	0.1	-0.4	-0.9	0.0	-1.5
CCSc1nc2ccccc2n1Cc1cccc([N+](=O)[O-])c1	4.8	-4.2	-0.8	0.6	-2.7	-1.3	-0.2	-0.7	-2.1	-2.0	-0.1
COc1cccc(-c2nnc(SCC(=O)Nc3cc(C)on3)o2)c1	1.3	-9.7	6.4	0.6	0.6	0.5	0.2	1.5	2.6	1.6	-1.0
O=C(COn1nnc2ccc(S(=O)(=O)N3CCOCC3)cc21)NCCc1ccccc1	2.1	5.5	3.7	4.5	0.0	-0.5	0.1	0.0	-2.3	-0.2	-1.5

An excerpt from above with just hcDAF-12 act, DAX1 inh-1 and GAA850 FXN act:
| SMILES | hcDAF-12 act | DAX1 inh-1 | GAA850 FXN act |
| --- | --- | --- | --- |
| CC(C)OC(=O)c1c(NC(=O)c2cccs2)sc2c1CCCC2 | 1.0 | -0.4 | -1.2 |
| Nc1nnc(Cc2ccc(Cl)c(Cl)c2)s1 | -1.4 | -0.1 | 4.8 |
| Cc1ccccc1NC(=O)N1CCN(C/C=C/c2ccccc2)CC1 | -1.6 | -0.2 | -0.3 |
| CCC(=O)N(c1nnc(SCC(=O)Nc2sccc2C(N)=O)s1)C1CC1 | 1.4 | -0.5 | 2.0 |
| CCOc1ccc(C)cc1S(=O)(=O)n1cnc2ccccc21 | -2.5 | -1.5 | -1.0 |

The list goes on.
SMILES	GAA850 FXN act	NPR2 activator	hgDAF12 agonist	HGIII-sPLA2 inh	hcDAF-12 act	ssDAF12 agonist	KLK7 zymogen act	DAX1 inh-1	SMARCA2 act	DAX1 inh-2	GC-A act
Cc1ccc(S(=O)(=O)NCC(=O)N/N=C/c2ccccc2O)cc1	0.3	-8.3	-1.1	-15.3	-2.4	-0.8	-34.5	-0.8	-5.2	0.8	3.8
CCc1c(C)sc(NC(=O)c2ccc(Br)o2)c1C(=O)OC	-1.2	-8.0	-0.2	6.5	4.4	0.2	0.0	-0.3	2.1	-0.1	-9.3
COCCCn1c(-c2ccc(S(=O)(=O)N3CCOCC3)cc2)csc1=Nc1ccccc1	-1.1	1.0	-1.6	11.9	-0.4	-1.3	0.1	0.4	-3.4	-1.0	1.5
COc1ccc(-c2c(-c3ccccc3)n(C)c3ccccc23)cc1	0.6	1.4	-0.8	14.3	-0.9	-0.5	-109.3	0.8	-0.2	1.6	-3.0
N#CCCN/N=C(/Cc1nc2ccccc2[nH]1)c1cccc(Cl)c1	-11.2	4.5	1.4	2.1	3.5	1.3*	-2.3	0.0	0.9	-0.2	3.2
Cc1ccccc1-c1cc(=O)c2c(O)cccc2o1	0.9	0.2	2.9	0.0	-0.4	-0.9	-0.4	-0.3	1.1	-1.3	-2.0
COCc1ccc(C(=O)N2CCCC(C(=O)c3cc(F)ccc3F)C2)s1 (stereo not given)	1.1	-0.8	-1.7	0.1	-1.0	-0.7	0.1	-0.2	5.0	-3.1	-5.9
COc1ccc(C(=O)/C=C/C(=O)N(Cc2ccc3c(c2)OCO3)C(C(=O)NC2CCCCC2)c2ccncc2)c(O)c1 (stereo not given)	-2.1	-0.3	-3.7	-38.8	-2.8	-1.7	-0.3	-0.9	2.6	-3.1	3.4
O=C(COC(=O)c1cc(Cl)ccc1Cl)NCCN1C(=O)CSC1=O	0.1	3.1	0.0	-9.1	1.1	-1.1	-0.1	-0.1	1.9	0.6	1.6
COc1ccc(Cl)cc1NC(=O)CSc1nc(NS(=O)(=O)c2ccccc2)cc(=O)[nH]1	-0.8	-2.1	-0.5	-3.8	-1.3	-0.9	-0.1	-0.2	-1.4	-1.3	-4.0
Cc1ccc(NC(=O)C(=O)NCc2ccccn2)cc1	8.3*	2.6	7.8	8.3	1.4	-0.9	0.1	0.7	2.7	2.1	2.1
Cc1cc(=O)[nH]c(SCC(=O)NC2CCCc3ccccc32)n1 (stereo not given)	-1.0	3.6	-3.0	4.5	-1.3	-0.8	0.1	0.0	-2.7	-1.1	3.3
COc1cc(OC)cc(-c2noc(-c3csc([C@H]4C[C@H](O)[C@@H](CO)O4)n3)n2)c1	2.9	-3.6	6.1	5.7	1.6	0.0	0.0	2.8	6.0	·	-7.0
O=[N+]([O-])c1cc(C(F)(F)F)cc([N+](=O)[O-])c1Sc1n[nH]c(C(F)(F)F)n1	1.5	3.7	-1.2	12.2	-1.7	-1.2	0.3	0.5	-4.6	-1.1	4.3

ssDAF12 agonist: what is marked active above.
Molecule,NPR2 activator,HGIII-sPLA2 inh,hcDAF-12 act,ssDAF12 agonist,KLK7 zymogen act,DAX1 inh-1,SMARCA2 act,DAX1 inh-2,GC-A act
N#CCCN/N=C(/Cc1nc2ccccc2[nH]1)c1cccc(Cl)c1,4.5,2.1,3.5,1.3*,-2.3,0.0,0.9,-0.2,3.2
